# Screens: PubChem, The Scripps Research Institute Molecular Screening Center
# FBW7 activator – human FBW7 E3 ligase activation, primary screen. 650,000 compounds, 0.13% hits. AID 1259310. Q969H0. normalized activity (activation), % at 26.1 µM. AlphaScreen FBW7–phospho-cyclin E peptide binding, activator screen; in the data active = normalized activity above about 1.9%;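 also: purified mutant Fbw7 with reduced substrate affinity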
# TEAD-YAP inh – TEAD-YAP interaction inhibition; HEK-TIYL cells, TEAD-Gal4/YAP UAS-luciferase luminescence; inhibition, % at 9.12 µM; 640,000 compounds, 1.4% hits; in the data active = inhibition above about 32%;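 also: 0% = median of test compound wells and 100% = reference inhibitor wells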
# MITF inh – blocks human microphthalmia-associated transcription factor. AlphaScreen MITF homodimerization, bead proximity signal. inhibition, % at 2.6 µM. 650,000 compounds, 0.91% hits; in the data active = inhibition above about 50%;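 also: 0% = vehicle wells with protein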
# Target sequence (O75030 whole entry, looked up): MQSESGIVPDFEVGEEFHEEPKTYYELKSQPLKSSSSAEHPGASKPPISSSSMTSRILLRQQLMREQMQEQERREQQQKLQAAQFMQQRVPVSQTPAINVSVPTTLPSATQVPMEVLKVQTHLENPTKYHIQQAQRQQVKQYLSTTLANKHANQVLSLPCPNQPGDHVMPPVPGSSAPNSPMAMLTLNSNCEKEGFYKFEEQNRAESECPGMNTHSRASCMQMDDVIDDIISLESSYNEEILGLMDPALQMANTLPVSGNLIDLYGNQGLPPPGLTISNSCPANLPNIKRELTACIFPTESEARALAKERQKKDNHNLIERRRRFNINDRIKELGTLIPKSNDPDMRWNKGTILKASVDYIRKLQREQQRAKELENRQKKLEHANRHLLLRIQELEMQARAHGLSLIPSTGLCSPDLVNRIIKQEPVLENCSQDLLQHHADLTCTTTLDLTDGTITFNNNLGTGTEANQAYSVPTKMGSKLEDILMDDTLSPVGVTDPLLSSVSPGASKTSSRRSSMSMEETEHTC
# GPR151 activ – human GPR151 activation; AID 1508602; Q8TDV0; activation, % at 11.2 µM; 650,000 compounds, 1% hits; PathHunter beta-arrestin GPR151 cells, luminescence; in the data active = activation above about 4.9%;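 also: 0% = median of compound wells and 100% = cells with positive control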
# Target sequence (Q8TDV0 whole entry, looked up): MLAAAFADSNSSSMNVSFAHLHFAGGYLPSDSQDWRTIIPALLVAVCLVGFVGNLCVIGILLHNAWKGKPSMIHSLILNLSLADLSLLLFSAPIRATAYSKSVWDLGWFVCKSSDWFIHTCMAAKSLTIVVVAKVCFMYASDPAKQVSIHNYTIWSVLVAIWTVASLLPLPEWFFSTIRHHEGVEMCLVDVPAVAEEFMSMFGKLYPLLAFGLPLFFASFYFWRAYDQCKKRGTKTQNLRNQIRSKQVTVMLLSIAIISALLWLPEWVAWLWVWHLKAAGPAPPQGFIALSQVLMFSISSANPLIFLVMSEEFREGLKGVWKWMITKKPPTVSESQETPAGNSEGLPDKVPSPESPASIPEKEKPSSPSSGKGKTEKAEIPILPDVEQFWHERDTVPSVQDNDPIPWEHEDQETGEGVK
# * marks the source's active call; other numbers are inactive results. An unsorted share of the library; about 3.4% have a hit in one of these screens.
# Each structure is followed by: MITF inh	TEAD-YAP inh	GPR151 activ	FBW7 activator
- CCNc1nc(SCC(=O)NC(=O)NC)nc2sc3c(c12)CCN(C)C3
  6	1	-0.4	-0.2
- Cc1nn(-c2nncc3ccccc23)c2c1C(=O)CC(C)(C)C2
  22	-8	-0.8	0.2
- C/C(=N\NC(=O)c1cc(C)nc2ccccc12)c1ccco1
  10	45*	-0.3	0.4
- COc1cccc(CNc2nc3nc(C)cc(C)n3n2)c1
  -2	-25	-0.7	-0.2
- Cc1cc(=O)oc2cc(OS(=O)(=O)/C=C/c3ccccc3)ccc12
  -11	15	0.4	0.0
- Nc1ccccc1C(=O)N/N=C/c1ccc(-c2cc([N+](=O)[O-])ccc2Cl)o1
  -1	-39	1.0	0.3
- CCC(CO)n1c(SCC(=O)Nc2ccccc2OC)nc2ccccc2c1=O (stereo not given)
  9	3	-0.9	-0.1
- CCCCCCn1c(N2CCN(c3ccc(OC)cc3)CC2)nc2c1c(=O)[nH]c(=O)n2C
  11	0	-0.4	-0.1
- CC1CCN(C(=O)CSc2ccc3nnc(-c4ccc(F)cc4)n3n2)CC1
  -11	-10	-0.6	0.4
- Cn1c(=O)[nH]c(=O)c2c1ncn2Cc1ccc(F)cc1
  11	5	0.7	0.1
- CCOC(=O)c1c(NC(=O)Nc2ccccc2)sc(-c2ccccc2)c1-c1ccccc1
  -3	-16	-1.1	-0.1
- CC(=O)Nc1ccc(Nc2ncnc3c2cnn3C)cc1
  10	-3	0.0	1.2
- CCOC(=O)C(C(O)c1ccccc1)N1CCN(S(=O)(=O)c2ccc(C)cc2)CC1 (stereo not given)
  1	3	-1.7	-0.1
- Cn1ccnc1CNC(=O)c1ccc(OC2CCN(CCc3ccccc3)CC2)cc1
  -9	-5	-0.9	-0.1
- COCCCNC(=O)c1ccc(-n2c(C)cc3c2CCC(C)C3)cc1 (stereo not given)
  5	8	1.7	0.2
- Cc1ccc(S(=O)(=O)N(CC(=O)NCCc2ccc(Cl)cc2)c2cccc(Cl)c2)cc1
  -3	-3	0.8	-0.1
- CCOc1ccc(-c2c(C#N)c(N)nc(SCC(=O)OCc3ccccc3)c2C#N)cc1
  5	4	0.1	-0.1
- O=C(NCc1ccccn1)c1cccc(OC2CCN(C(=O)C3=CCCC3)CC2)c1
  -6	8	1.1	0.3
- CCOc1ccc(CCNC(=O)C2CCN(c3ccc(N4CCOCC4)nn3)CC2)cc1
  4	-5	0.0	0.3
- Cc1ccc(Nc2nc(Cl)nc(N3CCOCC3)n2)cc1
  3	-57	-0.3	-0.2
- CCc1ccc(CN2CCC(C(=O)NCc3ccco3)CC2)cc1
  48	9	-1.3	1.1
- CCN1CCCC1CNC(=O)CSCc1cnn(-c2ccccc2)c1-n1cccc1 (stereo not given)
  5	2	-0.9	-0.2
- NC(=O)c1ccc(N=Cc2ccccc2OCc2ccccc2)cc1
  -18	6	-0.7	0.5
- Cc1ccc(OCC(=O)Nc2cccc(I)c2)c(C)c1
  -6	-28	0.2	0.1
- FC(F)(F)c1cc(-c2ccccc2)nc2cc(-c3ccc(Br)cc3)nn12
  2	5	1.7	0.0
- COC(=O)c1ccc(CSc2nc3ccccc3c(=O)[nH]2)cc1
  -11	-4	-0.5	0.0
- Cc1ccc(NC(=S)N(CCCN2CCN(C)CC2)Cc2cccs2)cc1Cl
  3	10	-0.2	-0.1
- CC(=O)Nc1ccc(Nc2cc(Nc3ccc4ncccc4c3)ncn2)cc1
  3	-16	0.6	0.0
- O=c1oc2cc(O)ccc2cc1-c1nc(-c2ccccc2)cs1
  4	-1	-1.0	0.4
- CC(C)(C)c1ccc(NC(=O)COC(=O)c2cccc(O)c2)cc1
  -3	-12	1.1	0.1
- CCC(=O)Nc1cccc(NC(=O)CSc2nc(C3CC3)nc3sc(C)c(C)c23)c1
  2	2	-0.2	0.1
- c1ccc(CSc2ccc(-c3ccc4c(c3)OCCO4)nn2)nc1
  13	-45	-1.8	0.4
- Cc1ccc(NS(=O)(=O)c2ccc(NC(=O)c3ccccc3C(=O)O)cc2)c(C)c1
  -2	1	-1.5	0.0
- CCOc1ccc(-n2c(CNC(=O)Cc3ccc(OC)cc3)nnc2SCC(=O)Nc2nccs2)cc1
  13	10	-1.5	0.1
- CCOC(=O)c1ccccc1NC(=O)Cn1cnc2sc3c(c2c1=O)CCCC3
  2	2	-0.6	0.1
- CCCCOc1ccc(C(=O)N(CCN2C(=O)c3cccc4c(N5CCCCC5)ccc(c34)C2=O)c2ccc(Cl)cc2)cc1
  11	14	-0.7	0.1
- COC(=O)c1cccc(-c2ccc(/C=C3\SC(=N)N(c4nonc4NC(C)=O)C3=O)o2)c1
  1	3	-0.3	-0.2
- CCN1C(=O)/C(=c2\sc3n(c2=O)C(c2cccs2)C(C(=O)OC)=C(C)N=3)c2ccccc21 (stereo not given)
  3	6	0.0	-0.1
- CCCNC(=O)CCc1c(C)nc2cc(-c3cccc(F)c3)nn2c1C
  11	15	-1.3	1.3
- Cc1ccc(C(C)CCN2CCC(C(=O)Nc3cccc(-c4ccn[nH]4)c3)CC2)o1 (stereo not given)
  0	-1	0.0	-0.2
- C#CCOc1ccc(C2C(C(=O)OC)=C(C)Nc3ncnn32)cc1 (stereo not given)
  16	-2	-1.3	-0.1
- O=C(COC(=O)c1ccc(O)c(O)c1)Nc1nc(-c2ccccc2)cs1
  -3	-22	0.6	-0.3
- Cc1nc(NCc2ccc3c(c2)OCO3)c2c3c(sc2n1)CCC3
  -4	-7	-1.1	0.5
- O=C(O)c1ccc(NC(=O)C2CC(=O)N(Cc3ccc4c(c3)OCO4)C(=Nc3ccc(Cl)cc3)S2)cc1 (stereo not given)
  10	5	1.6	0.1
- O=C(NOC(=O)c1ccccc1I)c1ccc(Cl)cc1
  -7	1	-0.9	-0.2
- OCCNCCSc1nnc2ccccn12
  9	4	0.4	-0.1
- C[C@@H](CN)Oc1ncccc1C(=O)Nc1ccc2[nH]ncc2c1
  16	14	4.8	-0.1
- CCCCN(C)Cc1c(C)[nH]c2ccc(Cl)cc2c1=O
  -19	-3	0.3	-0.1
- COc1ccccc1-c1cnc2c(N3CCOCC3)nccn12
  5	-24	0.2	0.1
- COc1ccc(NC(=O)C2=CC(c3ccc(OC)cc3)=NS(=O)(=O)N2C)cc1
  17	8	0.7	0.0
- COc1ccccc1NC(=O)C(=O)N1N=C2CCCCCC2C1(O)C(F)(F)F (stereo not given)
  1	3	-0.7	0.1
- CC(=O)c1cccc(NC(=O)CSc2ccc(Cl)cc2)c1
  5	-51	-1.1	0.2
- CCC(CC)CN1CCc2nnc(C(C)NC(=O)c3ccccc3C)n2CC1 (stereo not given)
  -1	4	-1.0	0.0
- CCOc1ccc(/C=N/NC(=O)CC(=O)NC(C)C)cc1
  6	-3	0.9	0.1
- CCS(=O)(=O)N1c2ccccc2CC1C (stereo not given)
  1	1	-0.2	0.0
- COc1cc(C)c(C2C(C#N)=C(N)OC3=C2C(=O)CCC3)cc1C (stereo not given)
  1	-8	-0.7	0.0
- CCCCN(CC)C(=O)Cn1nc(CC)n2c(cc3sccc32)c1=O
  7	-1	0.4	-0.1
- Cc1cc(NC(=O)CSc2nc3ccccc3c(=O)n2C2CCCC2)no1
  6	50*	1.8	-0.1
- Cc1ccc(-c2nnc(SCC(=O)Nc3ccccc3C(F)(F)F)nc2-c2ccc(C)cc2)cc1
  -3	10	-0.3	-0.1
- CC(C)(C)C(=O)Nc1ccc(C(=O)NNC(=O)c2ccc(Cl)cc2)cc1
  21	-9	0.0	0.7

# Retrieved one by one from above, 6 records:
# Each structure is followed by: MITF inh	TEAD-YAP inh	GPR151 activ	FBW7 activator
- CCCCN(C)Cc1c(C)[nH]c2ccc(Cl)cc2c1=O
  -19	-3	0.3	-0.1
- C[C@@H](CN)Oc1ncccc1C(=O)Nc1ccc2[nH]ncc2c1
  16	14	4.8	-0.1
- CCC(CC)CN1CCc2nnc(C(C)NC(=O)c3ccccc3C)n2CC1 (stereo not given)
  -1	4	-1.0	0.0
- CCOC(=O)c1ccccc1NC(=O)Cn1cnc2sc3c(c2c1=O)CCCC3
  2	2	-0.6	0.1
- CC(=O)c1cccc(NC(=O)CSc2ccc(Cl)cc2)c1
  5	-51	-1.1	0.2
- O=C(COC(=O)c1ccc(O)c(O)c1)Nc1nc(-c2ccccc2)cs1
  -3	-22	0.6	-0.3

# (continued)
# Each structure is followed by: MITF inh	TEAD-YAP inh	GPR151 activ	FBW7 activator
- CC(=O)Nc1ccc(Nc2nc(Nc3ccc4ncccc4c3)ncc2C)cc1
  -6	24	0.8	-0.1
- O=C(c1ccc(O)cc1)c1ccc(O)cc1O
  21	12	0.8	0.3
- Cc1cccc(Cn2c(SCCO)nc3c2c(=O)n(C)c(=O)n3C)c1
  -3	0	0.3	-0.3
- Cc1cccn2cc(CNS(=O)(=O)c3ccc(-c4ccccc4)cc3)nc12
  -9	3	1.3	-0.2
- CC1=C(C(=O)OCCOc2ccccc2)C(c2ccc(Cl)c(Cl)c2)C2=C(CCCC2=O)N1 (stereo not given)
  -1	0	-0.5	0.0
- O=S(=O)(Cc1ccc(Cl)cc1)NCCc1ccccc1
  7	-10	0.0	0.2
- CCc1nnc(NC(=O)CN2CCCCCC2)s1
  34	6	1.2	0.0
- CC(C)(C)C(=O)NCCCc1nc2ccccc2[nH]1
  -9	5	2.5	0.0
- CCN1CCN(S(=O)(=O)c2c[nH]c(C(=O)OC)c2)CC1
  14	7	2.7	0.1
- COC(=O)CSc1sc(=S)sc1SCC(N)=O
  7	7	-2.0	-0.1
- COc1ccccc1C(=O)N1N=C2c3ccccc3S(=O)(=O)N2C1N(C)C (stereo not given)
  10	-9	1.2	0.0
- CCOc1ccccc1C(=O)Nc1sc(C)c(C)c1C#N
  0	-10	-0.4	-0.1
- COc1ccc(-n2c(C)cc(/C=C3\NC(=O)NC3=O)c2C)cc1
  4	2	-0.3	0.1
- CC(C)(C)c1ccc(C(=O)Nc2ccc(NC(=O)c3cc(Cl)ccc3Cl)cc2)cc1
  22	-13	-1.8	1.5
- CC1=C(C(=O)Nc2ccccn2)C(c2ccccc2)n2nnnc2N1 (stereo not given)
  -8	-71	-1.2	-0.1
- COc1cccc2c(S(=O)(=O)N3CCC(=O)C4CCCCC43)ccnc12 (stereo not given)
  -1	-8	-1.4	0.0
- O=C(NCCC1=CCCCC1)c1cc(-c2ccccc2)nc2ccccc12
  7	4	-1.3	0.0
- CCCCSc1nnc2n(N)cnn12
  -2	1	0.2	-0.1
- O=C(NCCN1CCOCC1)c1cc(N2CCN(c3ccccn3)CC2)nc2ccccc12
  11	2	2.6	0.2
- COc1cccc(C(=O)OCC(=O)NCC2CCCO2)c1 (stereo not given)
  -4	3	1.0	-0.1
- Cc1ccc(N2CC(=O)Nc3ccccc3S2(=O)=O)cc1Cl
  9	-4	-2.5	-0.1
- CCOc1ccc(N(C(C)C(=O)Nc2ccc(F)cc2)S(C)(=O)=O)cc1 (stereo not given)
  7	1	1.7	0.0
- O=C(COc1ccc([N+](=O)[O-])cc1)c1ccc(Cl)cc1
  11	1	1.4	0.0
- CCOC(=O)c1ccccc1NC(=O)c1nn(-c2ccc(OCC)cc2)c(=O)c2ccccc12
  6	2	-0.4	0.1
- O=C(NCCO)c1cccc(-c2csc3ccccc23)c1
  -5	-11	2.0	0.0
- Cn1ncc2c(N3CCCC3CO)ncnc21 (stereo not given)
  2	7	2.4	0.1
- CCOC(=O)N/N=C/c1ccc(N(CC)CC)cc1O
  6	-15	-0.1	0.0
- COC(=O)c1ccc(-c2cc(CC(C)C)nc(N)c2C#N)cc1
  1	8	-0.2	0.0
- Clc1ccc(C2Nc3ccc4ccccc4c3C3C=CCC32)c(Cl)c1 (stereo not given)
  -3	-3	0.2	0.1
- CC(NC(=O)COc1ccccc1)c1nnc2n1CCN(Cc1ccc(CO)o1)CC2 (stereo not given)
  -6	-10	0.6	0.0
- CCN(c1ccc(S(=O)(=O)N(C)C)cc1)c1nc(C)cc(C)n1
  1	-6	-1.2	0.1
- CC(=O)Nc1ccc(S(=O)(=O)Nc2ccccc2C(=O)NC2CCCCC2)cc1
  11	-5	-1.8	0.0
- COc1ccc(-c2cc(C(F)(F)F)n3nc(C(=O)Nc4ccc(OC)cc4OC)cc3n2)cc1
  1	4	1.3	-0.1
- O=C(c1ccc(Cl)cc1)N1CCN(C(=O)c2ccco2)CC1
  27	-9	-1.5	0.2
- Cc1sc(NC(=O)C2C3CCC(C3)C2C(=O)O)c(C(N)=O)c1-c1ccccc1 (stereo not given)
  -12	1	-1.1	-0.2
- O=C(CC1C(=O)NCCN1Cc1ccc(F)cc1Cl)NCc1nnc2n1CCC2 (stereo not given)
  7	-8	-0.2	-0.2
- Cc1onc(-c2ccccc2Cl)c1C(=O)Nc1ccccc1C(N)=O
  -12	5	-0.2	0.0

# Full records, quoted from the list. Screens in order: MITF inh	TEAD-YAP inh	GPR151 activ	FBW7 activator
# Results for COc1ccc(-n2c(C)cc(/C=C3\NC(=O)NC3=O)c2C)cc1 → 4	2	-0.3	0.1
# Results for Cc1onc(-c2ccccc2Cl)c1C(=O)Nc1ccccc1C(N)=O → -12	5	-0.2	0.0
# Results for O=C(NCCC1=CCCCC1)c1cc(-c2ccccc2)nc2ccccc12 → 7	4	-1.3	0.0
# Results for O=S(=O)(Cc1ccc(Cl)cc1)NCCc1ccccc1 → 7	-10	0.0	0.2
